RPL19A-GFP yeast = RPL19A-GFP expression modulators in yeast, primary screen, cell-based, S. cerevisiae, multiplex flow cytometry, MLPCN | S. cerevisiae RPL19A-GFP strain, 3 h; hits give low values | percent response vs DMSO, % at 10 µM | 0.3% of 330,000 active;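 active = percent response vs DMSO below 50%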;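 note: median channel GFP fluorescence of the barcoded RPL19A-GFP strain; ratio of sample median GFP to plate DMSO average so 100% = DMSO; lower means less RPL19A-GFP as with rapamycin TOR inhibition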
GRK2 aptamer HTS = compounds blocking aptamer binding on GRK2 – biochemical, human GRK2, bead flow cytometry, HTS, primary screen. AID 488847, 2010. Beta-adrenergic receptor kinase 1 (Homo sapiens), P25098. 0.59% of 330,000 active. inhibition of aptamer binding, % at 10 µM. FAM-aptamer displacement from GRK2;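 active = inhibition of aptamer binding above 40%, roughly 3 SD of noise, on plates passing a quality check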;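 note: median bead fluorescence of bound FAM aptamer so fluorescent compounds give negative values; no value below 0 was filed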
AGP1-GFP MLPCN = modulators of AGP1-GFP expression in yeast TOR pathway, primary screen, cell-based, multiplex flow cytometry, S. cerevisiae, MLPCN library; 3 h; GFP as percent of DMSO wells; GFP response vs DMSO, % at 10 µM; 0.02% of 320,000 active;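 active = GFP response relative to DMSO above a set limit, near screen average plus 3 SD, cut at about 150% in these data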;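 note: median GFP channel fluorescence of the gated AGP1 strain per well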
LAP4-GFP MLPCN = modulators of LAP4-GFP expression in yeast, primary screen, S. cerevisiae, multiplex flow cytometry, MLPCN library; 3 h; median GFP as percent of DMSO wells; GFP response vs DMSO, % at 10 µM; 0.34% of 320,000 active; AID 2023, 2009;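 active = GFP response vs DMSO above a set limit, about the screen mean plus 3 SD, cut at about 150% in these data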
CIT2-GFP yeast = modulators of CIT2-GFP expression in yeast, primary screen, S. cerevisiae, GFP fusion, multiplex flow cytometry, MLPCN library | GFP response vs DMSO, % at 10 µM | AID 2029, 2009 | S. cerevisiae CIT2-GFP strain, 3 h; 100 means same as DMSO wells | 0.065% of 320,000 active;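 active = GFP response relative to DMSO above a set limit, near the screen mean plus 3 SD, cut at about 150% in these data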;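 note: ratio of well median GFP fluorescence to mean of DMSO wells on the plate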
MEP2 TOR yeast = modulators of MEP2-GFP levels in yeast, primary screen, S. cerevisiae, multiplex flow cytometry, MLPCN library; S. cerevisiae MEP2-GFP strain, 3 h; 100% = DMSO control level; GFP response vs DMSO, % at 10 µM; 0.51% of 330,000 active;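 active = GFP response versus DMSO above a set limit, roughly screen mean plus 3 SD, cut at about 180% in these data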;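 note: median GFP fluorescence of the barcode-gated MEP2-GFP cells per well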
VLA-4 inh = inhibition in human VLA-4 binding assay, primary screen, VLA-4 allosteric modulator project, MLPCN library, flow cytometry, VLA-4 expressing cells | AID 2557, 2010 | inhibition, % (about 7 µM as worked out from the volumes in the protocol) | Integrin alpha-4 (Homo sapiens), P13612 | 0.2% of 330,000 active | ligand binding flow cytometry; in the data active = inhibition above about 50%
Target sequence (P13612 whole entry, looked up): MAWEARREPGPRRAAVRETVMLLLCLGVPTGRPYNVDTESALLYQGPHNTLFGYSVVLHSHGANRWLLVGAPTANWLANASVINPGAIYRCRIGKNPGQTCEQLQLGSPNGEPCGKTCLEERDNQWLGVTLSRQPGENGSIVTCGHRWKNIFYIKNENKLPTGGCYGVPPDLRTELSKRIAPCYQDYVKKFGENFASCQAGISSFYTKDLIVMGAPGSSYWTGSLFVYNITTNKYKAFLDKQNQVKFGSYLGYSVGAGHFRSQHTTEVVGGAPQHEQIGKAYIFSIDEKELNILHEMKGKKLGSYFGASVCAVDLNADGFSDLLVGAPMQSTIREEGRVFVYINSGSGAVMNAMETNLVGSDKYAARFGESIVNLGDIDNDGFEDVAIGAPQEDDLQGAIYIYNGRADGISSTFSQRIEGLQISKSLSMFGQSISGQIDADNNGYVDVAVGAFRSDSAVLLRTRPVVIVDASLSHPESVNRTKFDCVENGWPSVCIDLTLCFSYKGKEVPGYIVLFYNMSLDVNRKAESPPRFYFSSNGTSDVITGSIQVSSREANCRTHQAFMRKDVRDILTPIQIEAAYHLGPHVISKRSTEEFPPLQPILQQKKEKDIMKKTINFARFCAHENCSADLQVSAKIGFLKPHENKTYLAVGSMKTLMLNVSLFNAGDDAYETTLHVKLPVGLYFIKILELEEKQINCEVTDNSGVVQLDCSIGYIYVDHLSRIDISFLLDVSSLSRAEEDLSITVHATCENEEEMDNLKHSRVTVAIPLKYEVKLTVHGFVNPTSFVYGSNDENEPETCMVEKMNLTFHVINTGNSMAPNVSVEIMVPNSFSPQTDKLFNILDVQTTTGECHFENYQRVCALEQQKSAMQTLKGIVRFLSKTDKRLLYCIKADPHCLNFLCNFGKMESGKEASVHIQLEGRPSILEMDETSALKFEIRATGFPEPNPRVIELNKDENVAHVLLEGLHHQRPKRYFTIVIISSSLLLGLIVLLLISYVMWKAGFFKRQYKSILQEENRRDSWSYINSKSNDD
Yeast superoxide = reduction of superoxide in aged yeast, primary screen, HTS. S. cerevisiae aged cells, superoxide DHE fluorescence; hits give low values. superoxide response (% of plate mean), % at 10 µM. 0.18% of 330,000 active. AID 2690, 2010;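 active = superoxide response under a set limit, about three screen SD below normal, cut at about 65% in these data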;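 note: yeast aged for seven days with compound at 30 °C before DHE staining; 100% = average MFI of all compound-treated wells on the plate with controls excluded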
* hit, by the source's call; · = not tested or not shown; [ ] = another dose, or the depositor's remark.

canonical_smiles	AGP1-GFP MLPCN	VLA-4 inh	CIT2-GFP yeast	LAP4-GFP MLPCN	MEP2 TOR yeast	Yeast superoxide	RPL19A-GFP yeast	GRK2 aptamer HTS
COc1ccc(OC)c(NC(=O)c2ccc3c(c2)C(=O)N(c2ccc(OC(C)=O)cc2)C3=O)c1	106	2	108	93	105	99	106	0
CCC(=O)c1ccc(OCC(O)CNC(C)c2ccccc2)cc1 (stereo unspecified)	106	-24	97	106	104	94	103	1
COCCCNc1nc2c(c(=O)[nH]c(=O)n2C)n1CC(O)COc1ccccc1C (stereo unspecified)	103	40	95	101	103	118	100	3
Cc1ccc(NC(=O)COc2ccc(C(=O)c3ccccc3)cc2)c(O)c1	87	-10	90	84	112	97	96	3
CN(CC(=O)Nc1c(Cl)cccc1Cl)C(=O)CNC(=O)c1ccc2ccccc2c1	107	7	99	102	97	111	96	0
Cn1cnnc1SCC(=O)n1c2ccccc2c2ccccc21	100	13	94	97	97	110	·	2
CC(C)c1nc2c([nH]1)c(=O)n(C)c(=O)n2C	94	-8	99	·	119	97	87	0
CC(C)NS(=O)(=O)c1ccc(OCC(=O)Nc2cccc(F)c2)cc1	106	13	101	96	98	112	99	3
O=c1[nH]c(=O)n(Cc2ccc(Oc3ccccc3)cc2)cc1Br	108	-5	101	108	101	86	100	3
CO/N=C(/c1nonc1N)N1CCN(c2ccc([N+](=O)[O-])cc2)CC1	110	6	109	97	109	92	102	2
CC1=CC(C)(C)Nc2ccc(OC(=O)CCN3C(=O)c4ccccc4C3=O)cc21	89	4	93	88	96	93	97	0
CCc1ccc(NC(=S)N2CCC(NC(=O)c3ccccc3OC)CC2)cc1	106	-7	112	98	102	117	102	1
CCC(=O)NCCc1nc(-c2ccccc2)no1	89	4	77	108	96	94	99	0
CSc1ncccc1C(=O)Nc1cccc(S(=O)(=O)N(C)c2ccccc2)c1	98	11	103	97	98	99	99	1
CN1C(=O)CSC1=NC12CC3CC(CC(C3)C1)C2	90	10	98	105	98	104	98	1
CCOC(=O)c1cc(-c2ccccc2)sc1NC(=O)CN1C(=O)c2ccccc2C1=O	103	7	104	98	101	91	97	0
CN1CCN(CCNC(=O)Nc2ccccc2[N+](=O)[O-])CC1	97	0	99	97	107	95	106	0
CCOC(=O)c1[nH]c2ccc(OCC)cc2c1NC(=O)CN1CCN(c2ccccn2)CC1	98	17	96	91	96	88	93	0
O=C(CSc1nncs1)Nc1nnc(-c2ccccc2)o1	99	-4	98	94	104	98	100	2
CC(C)(C)c1ccc(OCCOCCn2cnc3ccccc3c2=O)cc1	94	7	98	87	98	113	96	2
C=CC[C@@H](CC(=O)OC(C)(C)C)C(=O)OC[C@H]1CCCN1C(=O)[C@@H](CC=C)CC(=O)NCCO	108	-12	104	105	98	94	107	2
CN(CCOc1ccccc1)C(=O)c1cc(COc2c(F)cccc2F)on1	108	13	106	103	107	88	105	0
O=C(/C=C/c1cn(-c2ccccc2)nc1-c1cccc(Cl)c1)N1CCN(c2ccccn2)CC1	93	-4	89	132	95	112	88	0
CCn1ccnc1CNCc1cn(-c2cc(C)ccc2C)nc1-c1ccccc1	103	5	99	92	103	87	103	0
Cc1ccc(C)c(N/C(N)=N/c2nc(C)cc(C)n2)c1	100	54*	91	95	101	97	100	0

Following part:
canonical_smiles	AGP1-GFP MLPCN	VLA-4 inh	CIT2-GFP yeast	LAP4-GFP MLPCN	MEP2 TOR yeast	Yeast superoxide	RPL19A-GFP yeast	GRK2 aptamer HTS
O=C(Nc1ccc(Cl)cc1)c1cc(S(=O)(=O)Nc2ccccn2)ccc1Cl	96	2	101	92	105	126	102	0
COC(=O)C1[C@H]2C(=O)N(Cc3cccs3)C[C@]23C=C[C@H]1O3 (stereo partly specified)	108	5	99	99	106	97	102	0
CC1CCN(C(=O)C(NS(=O)(=O)c2cccc3nsnc23)c2ccccc2)CC1 (stereo unspecified)	96	-5	91	96	105	102	98	0
CCOC(=O)C1CCN(C(=O)c2cc(S(=O)(=O)N(C)C)ccc2N2CCCC2)CC1	101[may fluoresce green]	10	102[may fluoresce green]	92[may fluoresce green]	96[may fluoresce green]	103	96[may fluoresce green]	0
COc1ccc2[nH]c3c(c2c1)[C@@H]1CCN2C(=O)CCC[C@H](C3)[C@H]12	88	-8	93	122	88	93	100	2
COc1ccc(-c2nc3c(=O)n(C)c(=O)[nH]c3n2CCc2ccccc2)cc1	106	-6	99	102	107	88	97	2
CC(C)NC(=O)C(c1ccc(F)cc1)N(C(=O)CCC(=O)Nc1ccccn1)c1ccccc1F (stereo unspecified)	95	3	88	85	116	111	95	2
CCOC(=O)C1(CCOC)CCN(Cc2ccc(COC)o2)CC1	97	18	97	93	98	123	99	0
COC(=O)C1=C(NC(=O)COc2ccc(Cl)cc2Cl)CCS1	98	4	97	93	97	96	101	0
CCOC(=O)Nc1nnc(Cc2ccc(Cl)c(Cl)c2)s1	98	-1	94	102	99	102	96	5
COc1ccccc1-c1nnc(N(C)C(=O)C2CCCO2)s1 (stereo unspecified)	98	-6	90	97	96	94	94	3
Cn1c(NCc2ccccc2)nc2c1c(=O)n(Cc1ccccc1)c(=O)n2C	105	17	95	124	107	79	98	2
NC(=O)c1ccsc1NC(=O)COC(=O)/C=C/c1ccc([N+](=O)[O-])cc1	106	1	98	98	101	102	104	6
COc1cc(C2C(C#N)=C(N)Oc3n[nH]c(C)c32)cc2c1OCO2 (stereo unspecified)	104	2	101	100	104	106	101	0
O=C(Nc1ccc(NC(=O)c2ccc3c(c2)OCO3)cc1)c1cccc(Cl)c1	88	17	84	88	91	90	95	1
CN(C)c1ccc(C(=O)OCC(=O)N2CCCCCC2)cc1	94	10	94	99	95	143	97	3
Cn1c(=O)c(=O)n(C)c2cc(N3CCCCC3)c(NS(=O)(=O)c3ccc(Br)cc3)cc21	97	22	101	87	99	80	98	0
O=C(NCc1ccc(Cl)cc1)C1CCN(S(=O)(=O)c2ccccc2)CC1	95	6	94	93	91	94	99	0
O=C(CNC(=O)c1ccco1)N/N=C/c1ccc(O)c([N+](=O)[O-])c1	102	3	109	71	104	117	105	1
O=C(c1ccco1)N1CCN(Cc2cc(=O)c(OCc3ccc([N+](=O)[O-])cc3)co2)CC1	105	13	101	118	98	102	99	3
Cc1nnc(NC(=O)CC23CC4CC(CC(C4)C2)C3)s1	90	7	104	99	84	100	90	0
COC(=O)/C=C1\SC(=NC(=O)c2ccc(-c3ccccc3)cc2)NC1=O	99	-10	100	100	106	109	104	1
CCc1ccc(NC(=O)CSc2nc3ncc(Br)cc3[nH]2)cc1	99	2	99	91	97	91	97	0
Cc1noc(NS(=O)(=O)c2ccc(N/C=C/C(=O)c3ccc(F)cc3)cc2)c1C	102	5	94	98	98	94	102	1
O=C(COc1ccccc1F)N1CCc2ccccc2C1	100	9	98	97	100	94	108	0

Carrying on:
canonical_smiles	AGP1-GFP MLPCN	VLA-4 inh	CIT2-GFP yeast	LAP4-GFP MLPCN	MEP2 TOR yeast	Yeast superoxide	RPL19A-GFP yeast	GRK2 aptamer HTS
COc1cccc(C(=O)NC2CC3CCC(C2)N3Cc2ccccc2)c1 (stereo unspecified)	103	16	106	98	104	99	103	0
CC(C)(CO)NC(=O)c1ccc2nc(Cc3cccc(Cl)c3)oc2c1	105	3	102	93	104	103	102	0
COc1ccccc1NC(=S)N1CCC(c2nc3ccccc3o2)CC1	103	7	104	92	102	99	103	0
CC(CNC(=O)c1ccc(-c2ccccc2)cc1)CN(C)C (stereo unspecified)	101	9	95	103	102	99	100	0
CC(=O)Oc1ccc2c(c1)O/C(=C\c1ccncc1)C2=O	104	9	98	106	98	113	95	3
Cn1c(=O)c2c(ncn2CC(=O)N2CCCc3ccccc32)n(C)c1=O	101	26	99	94	90	104	95	0
Cc1nc(N2CCN(S(=O)(=O)c3ccccc3C#N)CC2)c2c(-c3ccccc3)csc2n1	100	-29	94	103	97	90	98	3
COC(=O)c1oc2c(c1C)C(=O)CC(C)(C)C2	96	-2	92	106	102	92	95	1
COc1ccccc1-n1cc(C(=O)NCC(=O)N2CCN(c3ccccn3)CC2)c2ccccc2c1=O	101	0	95	90	96	102	96	2
Nc1ccc(SC(F)(F)F)cc1C(=O)c1ccccc1	101	-1	102	102	110	86	101	1
COc1ccc(C2C=C(c3ccc(F)cc3)NC(=S)N2)cc1OC (stereo unspecified)	107	0	104	99	105	108	111	0
O=C(CNc1ccc2ccccc2c1)N/N=C/c1ccncc1	100	9	105	96	116	124	112	0
Cc1cc(C)cc(C(=O)NCCN2CCOCC2)c1	105	15	109	87	103	100	105	0
COc1ccc(-c2cc(-c3cc(OC)ccc3O)[nH]n2)cc1	85	-7	84	112	96	93	95	0
CCc1cccc(C)c1NC(=O)C1CCCN1C(=O)NCc1ccccc1 (stereo unspecified)	91	-3	94	89	96	103	101	2
Cc1ccc(CNC(=O)C2=NNC(=O)CC2)cc1	107	10	102	116	107	111	105	5
COc1ccc(NC(=O)COC(=O)CCNC(=O)c2ccco2)cc1Cl	100	3	99	101	87	89	92	0
O=C1C(Cl)=C(Nc2ccccc2O)C(=O)N1CCc1ccccc1	97	-45	98	99	104	106	103	·
COC(=O)CNC(=O)C1Cc2ccccc2CN1S(=O)(=O)c1ccc(F)cc1 (stereo unspecified)	101	30	104	93	106	122	100	0
O=C(O)Cc1sc(Nc2ccc(F)cc2)nc1-c1cccs1	66	-320	62	195*	96	117	80	2
COc1ccc(CCN2CC(C(=O)NCCc3cn[nH]c3)CCC2=O)cc1 (stereo unspecified)	89	1	92	89	94	88	102	0
CC(C)(C)C(=O)N1CCN(c2ncccc2C(F)(F)F)CC1	99	1	98	110	106	101	100	0
S=C(NCc1ccncc1)NC1CCCC1	97	6	92	105	102	100	98	0
CNC(C)C#Cc1ccc2c(=O)c3ccccc3oc2c1 (stereo unspecified)	78	-30	86	126	89	110	99	1
Cc1ccc(/C=N/NC(=O)c2ccccc2OCc2ccc(F)cc2)o1	103	-4	100	93	96	92	108	1

More records
canonical_smiles	AGP1-GFP MLPCN	VLA-4 inh	CIT2-GFP yeast	LAP4-GFP MLPCN	MEP2 TOR yeast	Yeast superoxide	RPL19A-GFP yeast	GRK2 aptamer HTS
CCCC(=O)C1=C(N2CCCCC2)CC(C)(C)C(C(=O)OC)C1=O (stereo unspecified)	96	11	93	93	91	98	94	1
N=c1c(C(=O)NC2CCCCC2)cc2c(=O)n3ccccc3nc2n1CCc1ccccc1	65	0	120	89	120	95	75	1
COc1ccccc1N1CCN(/N=C/c2c(C)nn(-c3ccccc3)c2C)CC1	111	1	97	112	107	93	102	0
CCCCn1c(SCC(=O)c2ccccc2)nc2ccsc2c1=O	102	-6	103	97	99	98	103	3
O=[N+]([O-])c1ccc(NCCNS(=O)(=O)c2ccccc2)c(C(F)(F)F)c1	101	25	97	94	94	119	·	0
COC(=O)C1CCN(C(=O)NC2CC(=O)N(c3ccc4c(c3)OCCO4)C2)CC1 (stereo unspecified)	96	15	99	97	95	100	93	5

Entries listed so far with a cyano group:
canonical_smiles	AGP1-GFP MLPCN	VLA-4 inh	CIT2-GFP yeast	LAP4-GFP MLPCN	MEP2 TOR yeast	Yeast superoxide	RPL19A-GFP yeast	GRK2 aptamer HTS
COc1cc(C2C(C#N)=C(N)Oc3n[nH]c(C)c32)cc2c1OCO2 (stereo unspecified)	104	2	101	100	104	106	101	0
Cc1nc(N2CCN(S(=O)(=O)c3ccccc3C#N)CC2)c2c(-c3ccccc3)csc2n1	100	-29	94	103	97	90	98	3

Screening data as filed in PubChem.
